TRb SRC2 PPI: TRbeta-SRC2 interaction inhibition. TRbeta-SRC2 peptide binding, fluorescence polarization; receptor liganded with 1 µM T3. AID 1469. Potency, µM (highest dose often 106 µM), for inactives: top-dose activity change, negative = inhibition, most hits filed as inhibitors. 280,000 compounds, 0.065% hits. P10828;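 further: plate controls were bound peptide for no effect and peptide without receptor for full effect; nearly all actives have a fitted effect of over 50% in size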
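Human TRb ligand-binding domain (0.6 uM) is mixed with 20 nM Texas Red SRC2 peptide and 1 uM T3; after compound addition and 5 hr at ambient temperature, polarization is measured and normalized to unbound and bound controls.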
RECQ1 helicase: inhibitors of human RECQ1 DNA helicase | RECQ1 DNA unwinding, red fluorescence kinetic read | Potency, µM (series often up to 57.3 µM), without a hit: at the top dose activity, negative = inhibition, hits mostly inhibitors | 240,000 compounds, 0.54% hits | AID 2549;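 further: plate controls were vehicle for no effect and no enzyme for full effect; nearly all actives have a fitted effect of over 30% in size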
Target sequence (P46063 whole entry, looked up): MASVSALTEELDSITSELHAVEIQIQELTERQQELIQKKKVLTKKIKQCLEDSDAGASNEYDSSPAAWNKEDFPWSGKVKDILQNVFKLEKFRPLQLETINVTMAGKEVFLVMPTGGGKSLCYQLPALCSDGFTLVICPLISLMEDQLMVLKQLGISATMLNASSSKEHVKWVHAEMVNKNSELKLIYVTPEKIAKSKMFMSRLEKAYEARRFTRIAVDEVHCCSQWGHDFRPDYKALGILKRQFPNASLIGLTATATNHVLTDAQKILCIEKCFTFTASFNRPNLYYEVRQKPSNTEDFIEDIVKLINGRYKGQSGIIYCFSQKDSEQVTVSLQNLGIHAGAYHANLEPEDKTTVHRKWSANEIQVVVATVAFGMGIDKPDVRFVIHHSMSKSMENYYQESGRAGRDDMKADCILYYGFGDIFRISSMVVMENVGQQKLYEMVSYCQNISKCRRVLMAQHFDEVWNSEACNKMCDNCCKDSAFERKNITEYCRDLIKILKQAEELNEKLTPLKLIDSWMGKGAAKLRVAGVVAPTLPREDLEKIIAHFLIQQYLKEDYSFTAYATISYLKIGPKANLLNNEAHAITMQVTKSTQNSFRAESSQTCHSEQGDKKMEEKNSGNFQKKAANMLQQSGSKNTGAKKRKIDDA
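RECQ1T1 50 nM; forked duplex (20 bp + 30-nt ss tails) 200 nM, ATP 2 mM final; pH 8.0, 2 mM MgCl2, 2.5 ug/ml poly(dI-dC); 15 min compound preincubation; discontinuous kinetic read over 2 h at RT.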
Tau ThT inhib: inhibitors of human tau fibril formation, thioflavin T binding | 270,000 compounds, 2.1% hits | recombinant tau K18 P301L, heparin-induced fibrillization, ThT fluorescence | P10636 | Potency, µM (highest dose often 57.4 µM), for inactives: at the top dose activity, negative = inhibition, actives largely listed as inhibitors; further: nearly all actives have a fitted effect of over 55% in size
Target sequence (P10636 561-689 P618L limits assumed): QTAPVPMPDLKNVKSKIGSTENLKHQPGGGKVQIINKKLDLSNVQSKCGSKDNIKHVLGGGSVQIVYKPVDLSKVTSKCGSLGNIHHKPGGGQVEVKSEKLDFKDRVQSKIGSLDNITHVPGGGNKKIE
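Tau K18 P301L fragment (15 uM unlabeled plus 0.24 uM Alexa 594-labeled) in 100 mM sodium acetate pH 7 with compound, fibrillization induced by 20 uM heparin for 6 hr at 37 C. Thioflavin T (30 uM) added, fluorescence read after 1 hr (ex 450, em 510 nm).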
L3MBTL1 block: L3MBTL1 (human) inhibition; AlphaScreen L3MBTL1–H3K9me1 peptide binding; Q9Y468; AID 485360; Potency, µM (highest dose often 57.1 µM), for the others: at the top dose activity, negative = inhibition, usual class: inhibitors; 230,000 compounds, 0.66% hits; further: nearly all actives have a fitted effect of over 60% in size
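L3MBTL1 (50 nM) pre-complexed 30 min with biotinylated H3(1-15)K9me1 peptide (75 nM), then compounds added for 30 min at room temperature; AlphaScreen streptavidin donor/nickel chelate acceptor beads (10 ug/mL final) read after 30 min dark incubation.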
GoLoco inh red: RGS12 GoLoco-Gai1 interaction inhibition; Gai1:RGS12 GoLoco peptide FP, rhodamine, 10 min; Potency, µM (series often up to 61.6 µM), without a hit: at the highest dose activity, negative = inhibition, most hits filed as inhibitors; 230,000 compounds, 0.44% hits; AID 880; active means well fitted inhibition curve with a large enough effect, not every such curve was filed as active; inactive means no such curve, though single readings can be large or run the other way; further: nearly all actives have a fitted effect of over 30% in size; many of its hits are not listed in these tables
TR SRC2 fluor cs: alters Texas Red total fluorescence, flagging assay interference; TRb/SRC2 Texas Red total fluorescence interference; AID 1479; 280,000 compounds, 0.29% hits; Potency, µM (series often up to 106 µM), for inactives: at the highest dose fluorescence change, negative = quenching; active means well fitted curve in either direction with a large enough effect; inconclusive means small, poorly fitted or top-dose-only effect
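Human TRb ligand-binding domain at 0.6 uM with 20 nM Texas Red SRC2 peptide in Tris buffer containing 1 uM T3 and 5% DMSO, incubated with compound 5 h at ambient temperature. Total fluorescence (555/632 nm) calculated as parallel + 2 × perpendicular.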
JMJD2E inh: blocks human JMJD2E demethylase activity | B2RXH2 | JMJD2E catalytic domain, FDH-coupled NADH fluorescence (FDH is formaldehyde dehydrogenase) | Potency, µM (titrated, usually from 57.1 µM), inactives show at the top dose activity change, negative = inhibition, most hits filed as inhibitors | 230,000 compounds, 1.6% hits | AID 2147; active means well fitted inhibition curve with a large enough effect, not every such curve was filed as active; inconclusive means small, poorly fitted or top-dose-only effect, or another doubt; inactive means no such curve, though single readings can be large or run the other way;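 further: 0% = wells with enzyme and -100% = buffer wells without enzyme; nearly all actives have a fitted effect of over 50% in size; many of its hits are not listed in these tables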
Target sequence (B2RXH2 1-337 limits assumed): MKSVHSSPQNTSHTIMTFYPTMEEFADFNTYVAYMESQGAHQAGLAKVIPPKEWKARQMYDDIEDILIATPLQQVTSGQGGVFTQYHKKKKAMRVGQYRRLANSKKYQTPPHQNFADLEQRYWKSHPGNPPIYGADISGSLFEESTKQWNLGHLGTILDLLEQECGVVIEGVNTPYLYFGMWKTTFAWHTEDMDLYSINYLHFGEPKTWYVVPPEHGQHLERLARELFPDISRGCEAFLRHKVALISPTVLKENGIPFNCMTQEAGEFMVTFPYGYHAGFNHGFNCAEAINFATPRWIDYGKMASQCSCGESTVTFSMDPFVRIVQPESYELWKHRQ
Tau fibril FP: tau fibrillization inhibition (FP) | P10636 | K18 P301L tau heparin fibrillization, Alexa594 FP, 6 h | Potency, µM (titrated, usually from 57.7 µM), without a hit: top-dose activity, negative = inhibition, hits mostly inhibitors | 280,000 compounds, 0.39% hits; further: nearly all actives have a fitted effect of over 55% in size
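Heparin (20 uM) drove fibril formation of recombinant tau K18 P301L, 15 uM unlabeled with 0.24 uM Alexa 594 label, for 6 hr at 37 C in 100 mM sodium acetate pH 7. Fluorescence polarization (555/632 nm) read 1 hr after 30 uM ThT.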
* = called active by the depositor; i = inactive; ? = inconclusive; . = no result given; & = joins results of further samples; [ ] = another dose, or the depositor's remark. Unless noted, the call rests on the fitted dose curve; in most records, active means well fitted curve in the direction sought with a large enough effect; inconclusive means small, poorly fitted or top-dose-only effect, or another doubt; inactive means no such curve, though single readings can be large; an effect the other way counts as inactive or inconclusive. Unless noted, on the % scale 0 is the no-effect control and ±100 the full control effect; potency means the concentration at half of the fitted maximal effect.

SMILES	TRb SRC2 PPI	RECQ1 helicase	Tau ThT inhib	L3MBTL1 block	GoLoco inh red	TR SRC2 fluor cs	JMJD2E inh	Tau fibril FP
OC(COc1ccc2c(c1)CCC2)CN1CCN(c2cccc(Cl)c2)CC1 (stereo unspecified)	-3%	-23%	?	.	3%	0%	-3%	3%
COc1ccc(NC(=O)c2ccc(-c3nc(CSc4ccc(C)cc4)c(C)o3)cc2)cc1Cl	1%	.	4%	.	.	0%	.	?
CCC(C)N=Cc1c(Nc2ccccc2)nc2c(C)cccn2c1=O (stereo unspecified)	-4%	3%	-15%	.	6%	0%	0%	-3%
Cc1cc(OCC(=O)O/N=C(\N)c2ccccc2)ccc1Cl	-3%	9%	-12%	23%	4%	-2%	-5%	0%
CC[C@H](c1ccc(O)cc1)[C@@H](CC)c1ccc(O)cc1	14%[53 µM]	-7%[25.9 µM]	.	.	5%[21.6 µM]	0%[53 µM]	-6%[25.5 µM]	.
CC1(C)Cc2cccc(C(=O)Nc3ccc(F)cc3F)c2O1	-4%	-2%	?	27%	7%	0%	-9%	-6%
O=C(Cn1ncc2c1-c1ccccc1OC2)N1CCN(c2ccccn2)CC1	-3%	-4%	-5%	?	12%	-1%	?	4%
CCCOc1cccc(C(=O)Nc2ccc(Br)cc2F)c1	1%	-1%	-4%	12%	14%	0%	1%	-6%
CC1=NN(c2ccc(Br)cc2)C(=O)/C1=C/c1cccs1	-18%	-4%	?	?	30%	-4%	-16%	-1%
CCOC(=O)N1CCN(C(=O)c2cccc(F)c2)CC1	9%	i	1%	4%	14%	-2%	3%	1%
CCOc1cc(/C=C/C(=O)O)ccc1OCc1ccccc1	2%	i	-4%	.	-1%	0%	?	-2%
COc1ccc(-c2[nH]ncc2C(=O)NCc2cccc(OC)c2)cc1	-1%	.	3%	.	.	-1%	.	-5%
CCOC(=O)c1c(C)[nH]c(CCC(=O)Nc2ccc(OC)c(OC)c2)c1C	-5%	.	-18%	.	.	-1%	.	8%
CCN(CC)C(=O)Cn1c(=O)n(CCc2ccccc2)c(=O)c2ccccc21	4%	.	0%	.	.	0%	.	-12%
CCOC(=O)Cc1c[nH]c(=S)[nH]c1=O	3%	i	0%	14%	6%	1%	3%	15%
O=C(Nc1ccccc1C(=O)OCc1cc(=O)n2c3c(sc2n1)CCCC3)c1ccc(Cl)cc1	3%	.	-1%	.	.	-2%	.	-3%
C=CCn1c(SCC(=O)Nc2sc3c(c2C#N)CCC3)nnc1C1COc2ccccc2O1 (stereo unspecified)	-6%	-15%	-16%	.	124%	2%	2%	11%
Cc1ccc(S(=O)(=O)c2cnc(-c3ccccc3)nc2N2CCCCC2)cc1	-7%	23%	2%	17%	13%	-3%	-1%	-3%
COc1ccc(CNC(=O)c2cnc(N3CCOCC3)c3ccccc23)cc1	0%	.	-7%	.	.	1%	.	2%
CN1c2ccsc2/C(=N/NC(=O)c2c(F)cccc2F)CS1(=O)=O	10%	-1%	-5%	.	9%	3%	-26%	-12%

Looked up by compound from above, 7 records:
SMILES	TRb SRC2 PPI	RECQ1 helicase	Tau ThT inhib	L3MBTL1 block	GoLoco inh red	TR SRC2 fluor cs	JMJD2E inh	Tau fibril FP
CC[C@H](c1ccc(O)cc1)[C@@H](CC)c1ccc(O)cc1	14%[53 µM]	-7%[25.9 µM]	.	.	5%[21.6 µM]	0%[53 µM]	-6%[25.5 µM]	.
COc1ccc(NC(=O)c2ccc(-c3nc(CSc4ccc(C)cc4)c(C)o3)cc2)cc1Cl	1%	.	4%	.	.	0%	.	?
COc1ccc(-c2[nH]ncc2C(=O)NCc2cccc(OC)c2)cc1	-1%	.	3%	.	.	-1%	.	-5%
CC1(C)Cc2cccc(C(=O)Nc3ccc(F)cc3F)c2O1	-4%	-2%	?	27%	7%	0%	-9%	-6%
OC(COc1ccc2c(c1)CCC2)CN1CCN(c2cccc(Cl)c2)CC1 (stereo unspecified)	-3%	-23%	?	.	3%	0%	-3%	3%
CCOC(=O)N1CCN(C(=O)c2cccc(F)c2)CC1	9%	i	1%	4%	14%	-2%	3%	1%
COc1ccc(CNC(=O)c2cnc(N3CCOCC3)c3ccccc23)cc1	0%	.	-7%	.	.	1%	.	2%

The list goes on.
SMILES	TRb SRC2 PPI	RECQ1 helicase	Tau ThT inhib	L3MBTL1 block	GoLoco inh red	TR SRC2 fluor cs	JMJD2E inh	Tau fibril FP
Cc1cccc(C(=O)NCc2nnc3c4ccccc4c(-c4ccccc4)nn23)c1	-14%	-5%	-16%	11%	-7%	0%	-1%	8%
Cc1scc(C(=O)NNC(=S)NCC(C)C)c1C	-7%	-10%	-10%	-9%	13%	-1%	7%	2%
CCN(CC)C(=O)CSc1nnc2cc(C)c3ccccc3n12	3%	-17%	-4%	.	-3%	-10%	?	-8%
N#C/C(=C\c1ccc(Sc2nc3ccccc3[nH]2)o1)c1ccccc1	-3%	-3%	?	.	11%	2%	?	-11%
COC(=O)N[C@@H](c1ccc(Br)cc1)C(C(=O)OC)C(=O)OC	5%	2%	-8%	.	0%	-3%	-1%	-7%
CCOC(=O)c1ccc(NC(=O)[C@@H](NC(N)=O)C(C)C)cc1	4%	i	-6%	.	-2%	-1%	-6%	8%
Cc1cccc(-c2noc(-c3ccc(NC4CCCC4)c([N+](=O)[O-])c3)n2)c1	6%	.	2%	.	.	-1%	.	-7%
Cc1cc2oc(C(=O)N(Cc3ccc(N(C)C)cc3)CC3CCCO3)c(C)c2cc1C (stereo unspecified)	1%	.	-16%	.	.	-2%	.	1%
O=C(COC(=O)c1ccccc1C(=O)c1ccccc1)c1ccco1	-7%	i	-13%	3%	2%	-4%	2%	-2%
COc1ccc(S(=O)(=O)NCCC(C)C)cc1C	-4%	-2%	-14%	.	-3%	-4%	-2%	9%
O=C(CN(Cc1ccc(F)cc1)C(=O)C1CSC(=O)C1)NC1CCCCC1 (stereo unspecified)	-15%	-5%	-2%	-5%	-7%	-3%	1%	-6%
c1ccc2oc(-c3csc(N4CCOCC4)n3)cc2c1	-2%	-3%	?	.	-3%	-4%	?	2%
CC(=O)NC1C(=O)N=C(SC(C)C(=O)Nc2cccc(Cl)c2)NC1=O (stereo unspecified)	3%	i	-14%	7%	4%	-1%	-1%	-10%
CCCCCCN(CCCCCC)C(=O)Cc1c(-c2ccc(F)cc2)[nH]c2ccccc12	2%&-5%&8%	-5%&10%&-9%	?	-3%	5%&2%&-3%	2%&1%&1%	?	?
CCOC(=O)N1CCN(C(=O)Nc2ccc(Cl)cc2Cl)CC1	7%	-2%	-2%	4%[11.4 µM]	3%	-2%	3%	5%
N#Cc1cc(C#N)c(N2CCN(c3ccccn3)CC2)nc1N	9%	-2%	-9%	0%	2%	1%	-2%	-3%
Cc1ccc(CCNC(=O)c2cc3c(s2)-c2c(C)cccc2OC3)cc1	-2%	.	?	.	.	4%	.	-10%
O=C(Cn1c(CO)nc2ccccc21)Nc1cc(C(F)(F)F)ccc1N1CCOCC1	-2%	-13%	-8%	.	0%	-1%	7%	-5%
Cn1c(=O)c2c(nc(NCc3ccco3)n2Cc2ccccc2Cl)n(C)c1=O	-3%	-1%	-3%	.	-4%	-2%	4%	1%
Cc1ccc2nc(SCCCCOc3ccccc3)[nH]c2c1	0%	-14%	?	13%	0%	-4%	4%	-12%

The closing 2 compounds of the section above lead into the next.
SMILES	TRb SRC2 PPI	RECQ1 helicase	Tau ThT inhib	L3MBTL1 block	GoLoco inh red	TR SRC2 fluor cs	JMJD2E inh	Tau fibril FP
Cn1c(=O)c2c(nc(NCc3ccco3)n2Cc2ccccc2Cl)n(C)c1=O	-3%	-1%	-3%	.	-4%	-2%	4%	1%
Cc1ccc2nc(SCCCCOc3ccccc3)[nH]c2c1	0%	-14%	?	13%	0%	-4%	4%	-12%
c1cncc(C(c2nnnn2C2CCCC2)N2CCN(Cc3ccc4c(c3)OCO4)CC2)c1 (stereo unspecified)	-11%	-1%	-6%	0%	3%	-1%	-3%	6%
CC(NS(=O)(=O)c1ccc(Br)cc1)C(c1cccs1)N1CCN(C)CC1 (stereo unspecified)	-4%	-19%	-2%	-1%	3%	0%	-5%	-1%
CCN(CC)C(=O)CSc1nc2ccccc2n1CC(=O)N1CCN(c2ccccc2OC)CC1	-9%	i	-12%	.	6%	2%	1%	-5%
C=C1c2cccc(OC)c2O[C@H](C(=O)OCC)[C@@H]1CCC(C)C	-2%	-12%[81.1 µM]	-16%[81.4 µM]	.	-6%[88.7 µM]	-6%	.	-3%[81.3 µM]
O=C(COc1ccc(Cl)cc1Cl)NN1C(=O)C2C3C=CC([C@@H]2C1=O)C31CC1 (stereo partly specified)	-1%	-5%	.	.	-2%	-1%	4%	-3%
CCOC(=O)C1=C(C)NC(C)=C(C(=O)OCC)C1c1cccc(C)n1	1%	-8%	2%	0%	1%	-1%	?	-2%
O=C(NCCN1CCOCC1)c1cnn2c1NC(c1cccs1)CC2C(F)(F)F (stereo unspecified)	-2%	-18%	1%	.	3%	2%	6%	-6%
Cc1c(Cl)cccc1Nc1nn2c(=O)c3ccc(C(=O)NCCC4=CCCCC4)cc3nc2s1	-3%	.	?	.	.	0%	.	-1%
COc1ccc(OC)c(-n2c(=S)[nH]c3cc(C(=O)N(C)Cc4ccccc4)ccc3c2=O)c1	-10%	-2%	-11%	.	12%	-3%	-7%	0%
Cc1cc(NC(=O)CCSc2ccccc2)ccc1Br	1%	3.5µM*	?	23%	5%	2%	-1%	?
COc1ccc(C(=O)NCCNc2ccccc2[N+](=O)[O-])cc1	6%	27%	8.9µM*	-22%	-3%	-11%	0%	-5%
Cc1ccc(N2CCN(C(=S)c3ccc(N(C)C)cc3)CC2)cc1	-4%	-11%	?	?	22%	0%	-6%	7%
O=C(NCCCN1CCN(c2ccccc2)CC1)c1cc2c(s1)-c1ccccc1OC2	-14%	.	?	.	.	0%	.	-5%
Cc1ccc(/C=N/N(Cc2ccccc2)c2ccccc2)o1	2%	-23%	-13%	-5%	-1%	-7%	-11%	3%
O=C(NCCN1CCN(c2ccccc2F)CC1)C1CCCN(S(=O)(=O)c2cnc[nH]2)C1 (stereo unspecified)	-4%	-1%	-1%	.	-5%	3%	0%	-10%

From PubChem

Some of the compounds tested; the hit share may differ from the screen's.
